# Screens (PubChem BioAssay)
# Pf growth 96h: inhibits malaria parasite growth, 96 h; P. falciparum luciferase reporter growth, 96 h; Potency, µM (top dose mostly 28.7 µM), without a hit: at the top dose activity change, negative = inhibition, hits mostly inhibitors; hit rate 6.9% among 320,000; note: potency is the fitted concentration of half-maximal effect; % is set by controls: 0 for no effect and ±100 for the full control effect
#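 P. falciparum expressing integrated firefly luciferase grown in erythrocytes (2% hematocrit, 0.05% parasitemia final) with compounds for 96 hours at 37 C, 5% CO2. Growth inhibition read as loss of luminescence after adding luciferase detection reagent.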
# Shiga toxin inh: Shiga toxin inhibition | AID 2315 | hit rate 9.2% among 290,000 | Vero cells, Shiga toxin protein synthesis inhibition reporter | inhibition, % at 38.7 µM; in the data active = inhibition mostly above about 28%, no sharp cut-off; inactive = mostly below about 43%; note: 0% is about no effect
# Pf growth 48h: P. falciparum growth inhibition at 48 hours (one generation); P. falciparum luciferase growth in erythrocytes, 48 h; Potency, µM (highest dose often 28.7 µM), without a hit: top-dose activity change, negative = inhibition, usual class: inhibitors; hit rate 5.9% among 310,000; note: potency is the fitted concentration of half-maximal effect; % is set by controls: 0 for no effect and ±100 for the full control effect
#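 Read-out is firefly luciferase luminescence from an integrated reporter in P. falciparum, so falling signal marks reduced parasite growth. Infected erythrocytes were at 2% hematocrit and 0.1% parasitemia (final) in Albumax-supplemented RPMI 1640.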
# CHX counter: counter-screen hit for Shiga toxin inhibitors, cycloheximide; cell reporter, cycloheximide protein synthesis inhibition counterscreen; max response, %; hit rate 12% among 300,000; AID 2314; in the data active = max response mostly above about 13%, no sharp cut-off; inactive = mostly below about 14%; note: read at 38.3 µM for the half of the compounds with a filed dose; 0% is about no effect
# Giardia FBPA inh: blocks Giardia fructose-bisphosphate aldolase activity; hit rate 0.71% among 290,000; purified Giardia FBPA; Potency, µM (highest dose often 59.6 µM), for the others: top-dose activity, negative = inhibition, actives largely listed as inhibitors; AID 2451; A8B2U2; note: potency is the fitted concentration of half-maximal effect; % is set by controls: 0 for no effect and ±100 for the full control effect; nearly all actives have a fitted effect of over 55% in size
# Target sequence (A8B2U2 whole entry, looked up): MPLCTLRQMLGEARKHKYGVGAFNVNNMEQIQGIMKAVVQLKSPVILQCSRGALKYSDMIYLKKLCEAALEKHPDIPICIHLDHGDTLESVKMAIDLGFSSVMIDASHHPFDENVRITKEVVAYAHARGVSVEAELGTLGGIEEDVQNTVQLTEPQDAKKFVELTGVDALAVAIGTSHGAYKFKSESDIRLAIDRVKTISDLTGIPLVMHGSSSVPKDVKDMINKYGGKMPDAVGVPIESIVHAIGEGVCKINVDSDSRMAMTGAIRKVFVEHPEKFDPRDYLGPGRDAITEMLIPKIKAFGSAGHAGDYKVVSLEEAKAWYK
#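 Giardia FBPA (40 nM reagent) was preincubated 10 min at RT with compound (up to 57.5 uM final), then substrate plus GAPDH/TPI/NAD/arsenate coupling system with diaphorase/resazurin was added; resorufin fluorescence (525/598 nm) was read after 20 min.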
# HCV inhibitor: blocks hepatitis C virus. hit rate 3.4% among 340,000. Huh7.5.1 HCVcc-Cre infection, luciferase reporter, 44 h. Potency, µM (highest dose often 41.8 µM), without a hit: at the highest dose activity change, negative = inhibition, usual class: inhibitors; note: potency is the fitted concentration of half-maximal effect; % is set by controls: 0 for no effect and ±100 for the full control effect
#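 Antiviral activity was scored by luciferase reporter output from cells infected with HCVcc-Cre (~0.5 moi) in presence of compound, 44 h infection period, cells seeded 1,000/well 4 h prior.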
# Numbers without * were called inactive; ? = inconclusive; nt = not tested or not shown; [ ] = dose if it differs, or a comment. Unless noted, calls come from the whole dose curve; as a rule, active = well fitted curve in the direction sought with a large enough effect; inconclusive = small, poorly fitted or top-dose-only effect, or another doubt; inactive = no such curve, though single readings can be large; an effect the other way counts as inactive or inconclusive.
SMILES,Pf growth 96h,Shiga toxin inh,Pf growth 48h,CHX counter,Giardia FBPA inh,HCV inhibitor
Cc1ccc(C)c(N2CCN(C(c3ccncc3)c3nnnn3Cc3ccccc3)CC2)c1 (stereo not drawn),-28%,-6,5%,-3,-3%,-16%
COc1ccc(N(C)S(=O)(=O)c2cccc(C(=O)Nc3cccc(C(=O)NC4CC4)c3)c2)cc1,15µM*,nt,5.2µM*,nt,nt,14µM*
COc1cccc(/C=C/C(=O)OCC(=O)c2c[nH]c3ccccc23)c1OC,-90%,32,?,11*,1%,?
CC1(C)CC(=O)C(CC2=C(N)CC(C)(C)CC2=O)=C(N)C1,-1%,18,?,-2,-2%,-3%
CCCCC(=NCCc1c(C)[nH]c2ccccc12)C1=C(O)CC(c2ccccc2)CC1=O (stereo not drawn),?,16,9.3µM*,-1,-1%,?
O=C(CCCSc1nc2ccccc2[nH]1)NC1CCCCC1,?,-13,5%,7,4%,-7%
CCOC(=O)c1c(CC(C)C)csc1NC(C)=O,3%,-10,2%,-1,-1%,7%
O=c1[nH][nH]c(-c2ccccc2)c1C=Nc1ccc(C(F)(F)F)cc1,-25%,21,?,-2,-12%,0%
NC(=O)c1cc([N+](=O)[O-])ccc1NCCN1C(=O)c2ccc(C(=O)O)cc2C1=O,-5%,-7,-8%,1,-16%,14%
COc1ccc(Cl)cc1S(=O)(=O)N1CCCC(C(=O)N2CCCC2)C1 (stereo not drawn),30%[activator],-4,-8%,2,nt,1%
N#C/C(=C\c1cn(CCOc2ccccc2)c2ccccc12)C(=O)NCc1cccs1,?,7,32%[activator],2,0%,?
Cc1ccccc1N1CC(C(=O)Nc2ccc3c(c2)OCO3)CC1=O (stereo not drawn),12%,22,6%,16,nt,6%
COc1cccc(NC(=O)NC2CC(=O)N(c3ccc4c(c3)OCCO4)C2)c1 (stereo not drawn),0%,nt,?,nt,nt,-8%
CC1=CC(C#N)(C#N)C(C#N)(C#N)C(c2ccccc2)N1 (stereo not drawn),-101%,17,6%,13,?,nt
CC(=O)c1ccc(NC(=O)CN2CCC(C(=O)c3ccc(F)cc3)CC2)cc1,-15%,26,?,2,4%,?
CNC(=O)c1nn(-c2ccc(Cl)cc2)ccc1=O,21%,16,-1%,1,-3%,1%
C/C(N)=C(/C#N)C(=O)COC(=O)CNC(=O)c1ccc(Cl)cc1Cl,9%,68*,13%,13*,-3%,18%
Cn1c(NN=O)nc2ccccc21,?,49*,12µM*,28*,7.9µM*,?
COc1cc(NC(=O)c2ccc(N)nc2)cc(C(=O)Nc2cccc(C(F)(F)F)c2)c1,0.74µM*,55*,0.74µM*,13,-3%,-1%
O=C(Nn1cnnc1)C(c1ccccc1)c1ccccc1,-11%,-5,0%,2,8%,8%
COc1ccc(-c2noc(N3CCC(C(=O)Nc4ccccc4OC)CC3)n2)cc1,3%,24,?,8,-13%,?
Fc1ccccc1CSc1nnc(-c2ccccc2)o1,nt,75*,258%[activator],50*,0%,?
C=C(C)[C@H]1CC=C(C)C(=O)C1,40%[activator],nt,19%,nt,6%,18%
COc1ccc(C(=O)OC(C)C(=O)Nc2cc(C(F)(F)F)ccc2Cl)c(OC)c1OC (stereo not drawn),?,10,-28%,5,-3%,?
O=C(Nc1cc(C(F)(F)F)ccc1N1CCCCC1)c1ccc(Br)o1,?,-5,?,2,nt,5µM*
COCCCn1c(=O)c2ccccc2n(Cc2ccc(C)cc2)c1=O,?,-8,7%,-1,-3%,0%
Cc1ccc(-n2[nH]c(=O)c3cccnc32)cc1,?,24,5%,3,0%,16%
c1cc[n+](CCCC[n+]2ccccc2)cc1,46%[activator],10,-7%,3,-7%,13%
O=C1Nc2ccc(Cl)cc2[C@@](C#CC2CC2)(C(F)(F)F)O1,nt,23,nt,-4,-21%,nt
Cc1ccccc1CN1[C@@H](CC2CCCCC2)COCCS1(=O)=O,0%,1,?,1,-8%,?

# 3 compounds from above, ordered by molar mass, ascending:
SMILES,Pf growth 96h,Shiga toxin inh,Pf growth 48h,CHX counter,Giardia FBPA inh,HCV inhibitor
c1cc[n+](CCCC[n+]2ccccc2)cc1,46%[activator],10,-7%,3,-7%,13%
Cc1ccc(-n2[nH]c(=O)c3cccnc32)cc1,?,24,5%,3,0%,16%
COc1ccc(C(=O)OC(C)C(=O)Nc2cc(C(F)(F)F)ccc2Cl)c(OC)c1OC (stereo not drawn),?,10,-28%,5,-3%,?

# Further structures.
SMILES,Pf growth 96h,Shiga toxin inh,Pf growth 48h,CHX counter,Giardia FBPA inh,HCV inhibitor
Cc1cc(OCCn2cc(/C(N)=N/O)c3ccccc32)ccc1Cl,?,4,?,-1,-2%,7.1µM*
N#C/C(=C\c1c[nH]c2ccccc12)C(=O)NC1CCCC1,?,42*,12%,22*,0%,?
O=C(Nc1ccccc1)C1CCCN1C(=O)Nc1ccccc1[N+](=O)[O-] (stereo not drawn),-30%,-32,18%,6,-1%,-14%
CCOC(=O)Cc1nn(Cc2nc(-c3ccc(C)cc3)cs2)c(=O)c2ccccc12,?,-6,35%[activator],1,-4%,?
COc1ccc2o/c(=N\O)c(C(=O)Nc3ccc(C)cc3)cc2c1,20%,41,-2%,-1,-5%,10µM*
CC(Oc1cccnc1[N+](=O)[O-])C(=O)Nc1cccc(Cl)c1 (stereo not drawn),?,nt,-30%,nt,nt,-1%
Cc1ccc(SC[C@H](CC(C)C)N2CCN(CCc3ccccc3)CCC2=O)cc1,?,43*,?,52*,-2%,?
COc1ccc(Cl)cc1NC(=O)NC(C)C(C)(C)C (stereo not drawn),9%,14,?,-1,-5%,?
CC(=O)c1ccc(OC2OCCOC2Oc2ccc(C(C)=O)cc2)cc1 (stereo not drawn),27%,-9,18%,-3,0%,-22%
CCn1c(SCc2ccc(C(=O)OC)o2)nnc1-c1c[nH]c2ccccc12,?,3,nt,-1,1%,-8%
O=C(NN1C(=O)c2ccc(-c3ccc4c(c3)C(=O)N(NC(=O)c3cccnc3)C4=O)cc2C1=O)c1cccnc1,32%[activator],26,40%[activator],15,5%,4%
O=C(c1ccco1)N1CCN(C(=O)c2cc3c(=O)oc4ccccc4c3s2)CC1,?,-10,32%,-2,5%,24%
COC(=O)c1sccc1NC(=O)CSc1ccccc1NC(=O)CNC(C)C,?,-7,?,-3,3%,1%
COc1ccc(Cn2cc(C(=O)c3ccccc3)c(=O)c3cc(OC)ccc32)cc1,?,-8,?,-5,-8%,4%
O=C1C(O)CC2c3ccccc3CC3(CCCC3)N12 (stereo not drawn),-23%,-3,nt,-6,2%,5%
COc1ccccc1CCNC(=O)c1c(C)nn(CC(C)C)c1Cl,3%,63*,2%,39*,nt,-14%
Cc1cc(Nc2ccc([N+](=O)[O-])cc2)c2ccccc2n1,?,-1,?,1,8%,-28%
C=CCN1C(=O)/C(=C\c2ccc(C)cc2)N=C1SCC(=O)NCCC,nt,-13,35%[activator],-2,6%,7%
Cc1ccc2c(c1)nnn2C1CCN(CC(=O)N2c3ccccc3CC2C)CC1 (stereo not drawn),-7%,-11,?,-5,nt,-22%
O=C(Cn1c(=O)n(Cc2ccco2)c(=O)c2c3c(sc21)CCCC3)Nc1ccccc1,?,-8,?,10,-6%,?
CCOc1ncccc1C(=O)Nc1ccc2nc(C)sc2c1,18%,50*,-18%,14*,-9%,?
CN(C)CCN(CC1CCCN(Cc2ccccc2F)C1)C(=O)Cc1ccc(F)c(F)c1 (stereo not drawn),?,-1,?,-1,5%,?
CCOC(=O)C(C(C)=O)c1nc(C)nc2c1nnn2Cc1ccccc1Cl (stereo not drawn),?,-1,1%,2,-6%,?
CCn1cc(C(=O)NCc2ccc(C)cc2)c(=O)c2cc(S(=O)(=O)N(C)C)ccc21,2%,-8,?,4,-1%,-2%
CCC(=O)Nc1cc(NC(=O)CSc2ncc(-c3ccc(F)cc3)n2Cc2ccco2)ccc1C,22%,76*,34%[activator],27*,2%,?
CCc1nnc(NC(=O)C2CCCN(c3nc4ccccc4s3)C2)s1 (stereo not drawn),4%,26,14%,4,-2%,-16%
CC1CC(=O)N(CC(=O)Nc2ccc(F)cc2)c2ccccc2S1(=O)=O (stereo not drawn),3%,-5,-9%,-2,8%,3%
COc1ccc(-c2cc(C)no2)cc1S(=O)(=O)Nc1ccccc1,?,11,?,-3,nt,?
COC(CNC(=O)CC1C(=O)N(Cc2ccccc2)C(C)c2nc3ccccc3n21)OC (stereo not drawn),-24%,-7,21%,-1,5%,4%
COc1ccc(OCCCC(=O)NNC(=O)CCN2CCN(c3ccccc3)CC2)cc1,33%[activator],15,3%,1,10%,-16%
CCC(=O)N1CCc2cc(S(=O)(=O)N3CCCCCC3)ccc21,?,-5,-13%,8,nt,12%
COc1ccc(N2CCN(C(=O)c3cccc(S(=O)(=O)N4CCCc5ccccc54)c3)CC2)cc1,?,nt,?,nt,nt,?
CC[C@H](C)[C@H](NC(=O)[C@H](Cc1ccccc1)NC(=O)[C@H](C)NC(=O)[C@H](CC(=O)O)NC(=O)[C@H](CCCCN)NC(=O)[C@H](CO)NC(=O)[C@@H]1CCCN1C(=O)[C@@H]1CCC(=O)N1)C(=O)NCC(=O)N[C@@H](CC(C)C)C(=O)N[C@@H](CCSC)C(N)=O,nt,-8,nt,6,2%,nt
CC1CC(C)CN(C(=O)CCNS(=O)(=O)c2cccs2)C1 (stereo not drawn),47%[activator],2,26%,-3,-4%,5%
O=C(CNC(=S)NC(=O)c1ccccc1)c1ccccc1,36%[activator],44*,63%[activator],23*,-1%,-11%
CCCCNC(=O)C1CCCN1C(=O)NC1CCCCC1 (stereo not drawn),189%[activator],1,?,-1,8%,9%
COCCCN1C(=O)C(=O)/C(=C(/O)c2ccc(OC)cc2)C12C(=O)N(C)c1ccccc12 (stereo not drawn),24%,16,-1%,-3,20%,10%
CCOC(=O)c1sc2nc(N3CCOCC3)c3c(c2c1N)CCCC3,1µM*,-10,28%,-3,1%,?
Cc1[nH]c2ccccc2c1CCN(Cc1cccnc1)C(=S)Nc1ccc(F)cc1,-64%,-11,?,1,1%,-24%
O=C1C2C(C(=O)N1CC1CCCO1)C1C=CC2C12CC2 (stereo not drawn),nt,-9,-1%,-3,-4%,13%
CC(=O)Nc1ccc(CC(=O)NCCC(c2ccccc2)c2ccccc2)cc1,-15%,22,-33%,-1,-4%,?
C=C1CCN([C@H](C(=O)NCc2ccc(Cl)c(Cl)c2)C(C)C)S(=O)(=O)c2ccccc21,?,4,?,-4,-5%,9%
CCOC(=O)c1ccc(NC(=O)CSc2nccn2C)cc1,10%,61,13%,39*,-4%,0%
CCn1c(C)nc2cc(C(=O)N/N=C/c3ccccc3)ccc21,159%[activator],94*,204%[activator],34*,0%,-1%
Cc1ccc2[nH]c(=O)c3cc(C(=O)N4CCN(C(=O)c5ccco5)CC4)sc3c2c1,?,-10,nt,-2,-13%,-15%
Cc1cc(NC(=O)c2ccc(S(=O)(=O)N(C)CC3CCCO3)cc2)no1 (stereo not drawn),-15%,6,?,-2,5%,12%

# Of the compounds above, 2 contain a COOH group.
SMILES,Pf growth 96h,Shiga toxin inh,Pf growth 48h,CHX counter,Giardia FBPA inh,HCV inhibitor
NC(=O)c1cc([N+](=O)[O-])ccc1NCCN1C(=O)c2ccc(C(=O)O)cc2C1=O,-5%,-7,-8%,1,-16%,14%
CC[C@H](C)[C@H](NC(=O)[C@H](Cc1ccccc1)NC(=O)[C@H](C)NC(=O)[C@H](CC(=O)O)NC(=O)[C@H](CCCCN)NC(=O)[C@H](CO)NC(=O)[C@@H]1CCCN1C(=O)[C@@H]1CCC(=O)N1)C(=O)NCC(=O)N[C@@H](CC(C)C)C(=O)N[C@@H](CCSC)C(N)=O,nt,-8,nt,6,2%,nt

# As a short view, some entries already given:
SMILES,Pf growth 96h,Shiga toxin inh,Pf growth 48h,CHX counter,Giardia FBPA inh,HCV inhibitor
Cc1ccc2[nH]c(=O)c3cc(C(=O)N4CCN(C(=O)c5ccco5)CC4)sc3c2c1,?,-10,nt,-2,-13%,-15%
Cc1cc(NC(=O)c2ccc(S(=O)(=O)N(C)CC3CCCO3)cc2)no1 (stereo not drawn),-15%,6,?,-2,5%,12%
